Source: PubChem (several laboratories)
SIAE primary: inhibitors of human sialic acid acetylesterase SIAE; SIAE FP-Rh probe binding, fluorescence polarization; inhibition, % at 9.66 µM; 370,000 tested, 0.69% active; AID 1053197;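 active means inhibition above a cutoff: mean of compounds within the control limits plus 3 SD of those, cut at about 17% in these data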;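 further: 0% = plate median of compound wells and 100% = probe without SIAE protein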
HTRA1 inh: HTRA1 (human) protease inhibition | Q92743 | recombinant HTRA1, FP-rhodamine activity-based probe, fluorescence polarization | inhibition, % at 5.96 µM | 340,000 tested, 0.5% active; in the data active means inhibition above about 36%;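 further: 0% = enzyme with DMSO and 100% = wells lacking enzyme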
LEDGF integ inh: blocks HIV-1 LEDGF/p75-dependent DNA integration; TR-FRET IN-LEDGF/p75 DNA integration, Eu/Cy5; inhibition, % at 3.7 µM; 370,000 tested, 0.64% active; AID 743269;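 active means inhibition above the screen-wide mean plus 3 SD, cut at about 13% in these data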;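 further: signal is the Cy5 over europium emission ratio at 671 and 618 nm; 0% = plate median of compound wells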
TCR-CD3 inh: inhibitors of human TCR-CD3 interaction; 360,000 tested, 0.37% active; inhibition, % at 9.4 µM; TAMRA-labeled TCR probe fluorescence, biochemical; in the data active means inhibition above about 19%;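 further: recombinant mutant TCR 2C K166C tagged with TAMRA read by polarization; 0% = receptor in buffer alone and 100% = receptor with positive control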
rCAG RNA binder: molecules binding r(CAG) RNA repeats. r(CAG) RNA repeat, TO-PRO-1 dye displacement fluorescence. inhibition, % at 3 µM. 370,000 tested, 1.3% active;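 active means inhibition above the plate cutoff, the mean of all test compounds on that plate plus 3 SD, cut at about 35% in these data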;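 further: 0% = DMSO alone and 100% = 100 µM mitoxantrone as full dye displacement; higher means more dye released from RNA so lower well fluorescence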
PG9 binder: binds the HIV-1 gp120 antibody PG9. TR-FRET gp120-PG9 antibody binding. inhibition, % at 6.7 µM. 360,000 tested, 0.43% active; in the data active means inhibition above about 8.5%
Rev-erbA mod: modulates human Rev-erb alpha binding to DNA | P20393 | Rev-erbα–FITC-DNA binding, fluorescence polarization, 90 min | activity, % at 10 µM | 370,000 tested, 0.79% active;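 active means activity above about 14%, limit read from the data; passing the limit was not always enough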;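 further: 0% = DMSO wells with 35 nM protein and 100% = DMSO wells with 750 nM protein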
TDP2 inh: TDP2 (human) inhibition, absorbance primary screen; recombinant TDP2, T5PNP hydrolysis, p-nitrophenol absorbance 415 nm; inhibition, % at 12.8 µM; 370,000 tested, 0.34% active; AID 720702;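 active means inhibition above the mean of all tested compounds plus 3 SD, set per campaign, cut at about 25% in these data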;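 further: 0% = DMSO with enzyme and 100% = buffer with substrate but no TDP2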
Target sequence (O95551 whole entry, looked up): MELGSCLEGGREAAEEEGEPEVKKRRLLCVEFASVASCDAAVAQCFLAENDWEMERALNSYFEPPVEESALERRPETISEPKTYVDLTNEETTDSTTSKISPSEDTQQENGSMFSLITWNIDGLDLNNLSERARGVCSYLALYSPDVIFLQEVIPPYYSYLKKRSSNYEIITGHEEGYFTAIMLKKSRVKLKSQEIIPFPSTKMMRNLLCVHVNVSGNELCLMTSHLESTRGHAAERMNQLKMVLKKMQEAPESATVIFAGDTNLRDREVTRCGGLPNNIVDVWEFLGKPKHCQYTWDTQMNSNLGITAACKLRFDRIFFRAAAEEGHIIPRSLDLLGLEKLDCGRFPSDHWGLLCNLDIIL
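Assay system: Recombinant human TDP2 | Quantity: 120 nM TDP2 per well | Incubation: 2 h at 37 °C | Signal: Epi absorbance | Evaluation: Percent inhibition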
PRMT1 inh: PRMT1 (human) inhibition, primary screen | Q99873 | recombinant PRMT1, activity-based probe fluorescence polarization | 370,000 tested, 1.3% active | inhibition, % at 2.79 µM;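 active means inhibition above about 21% made by adding two undisclosed values, limit read from the data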
Target sequence (Q99873 whole entry, looked up): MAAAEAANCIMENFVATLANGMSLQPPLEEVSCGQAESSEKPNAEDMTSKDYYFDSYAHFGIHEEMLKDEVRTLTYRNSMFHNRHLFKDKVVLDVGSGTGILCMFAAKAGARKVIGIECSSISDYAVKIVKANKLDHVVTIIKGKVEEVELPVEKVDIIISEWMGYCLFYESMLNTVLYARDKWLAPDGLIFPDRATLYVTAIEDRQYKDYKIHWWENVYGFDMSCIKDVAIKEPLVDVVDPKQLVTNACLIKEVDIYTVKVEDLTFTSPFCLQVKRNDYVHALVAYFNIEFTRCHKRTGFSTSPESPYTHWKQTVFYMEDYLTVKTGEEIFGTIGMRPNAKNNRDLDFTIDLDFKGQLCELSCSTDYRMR
ABHD4 inh: ABHD4 (mouse) inhibition, primary FP screen; 370,000 tested, 0.54% active; Q8VD66; inhibition, % at 8.92 µM; purified mABHD4, FP-Rh probe fluorescence polarization;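 active means inhibition exceeding the mean over every tested compound plus 3 SD, cut at about 30% in these data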;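 further: 0% = plate median of compound wells and 100% = S159A mutant with DMSO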
Target sequence (Q8VD66 whole entry, looked up): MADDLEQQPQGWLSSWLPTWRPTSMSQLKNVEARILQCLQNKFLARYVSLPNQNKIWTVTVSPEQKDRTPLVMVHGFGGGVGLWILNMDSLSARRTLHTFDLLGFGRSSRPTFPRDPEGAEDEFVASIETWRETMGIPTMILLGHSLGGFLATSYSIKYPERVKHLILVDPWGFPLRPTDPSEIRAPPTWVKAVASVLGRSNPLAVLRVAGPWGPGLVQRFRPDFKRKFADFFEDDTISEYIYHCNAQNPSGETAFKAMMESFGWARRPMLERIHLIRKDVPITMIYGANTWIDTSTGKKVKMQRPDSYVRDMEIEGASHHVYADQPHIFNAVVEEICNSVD
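Doses – 8.92 µM, single dose · Material – wild-type mouse ABHD4 protein · Replication – single well per compound (singlicate) · Measure – percent inhibition of probe binding, normalized to plate controls · Schedule – 45 min compound pre-incubation plus 60 min probe step, 25 °C · Detection – fluorescence polarization with parallel and perpendicular emission, 525/598 nm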
Starred values were filed as active, the others as inactive. Only part of the results is shown; rates above refer to the full screens.

Screening COc1ccc(CNc2nc3ccccc3n2CCN2CCOCC2)cc1 returned SIAE primary 3.7, HTRA1 inh -5.2, LEDGF integ inh -1.4, TCR-CD3 inh 10.4, rCAG RNA binder -7.8, PG9 binder 0.7, Rev-erbA mod 4.9, TDP2 inh -4.3, PRMT1 inh -0.9 and ABHD4 inh 0.6.
COc1ccc(C)cc1N(CC(=O)NCCSCc1ccco1)S(=O)(=O)c1ccc(C)cc1 was read as SIAE primary 3.2, HTRA1 inh -19.5, LEDGF integ inh -0.8, TCR-CD3 inh -0.3, rCAG RNA binder -4.7, PG9 binder -0.6, Rev-erbA mod 0.7, TDP2 inh -4.7, PRMT1 inh -2.2 and ABHD4 inh 7.7.
For CCCCOc1ccc(NC(=O)Cn2c(=O)ccc3c(C)cc(C)nc32)cc1 the results were SIAE primary -4.8, HTRA1 inh 1.2, LEDGF integ inh -0.2, TCR-CD3 inh -5.4, rCAG RNA binder -4.8, PG9 binder 9.0*, Rev-erbA mod 17.0, TDP2 inh 3.8, PRMT1 inh -0.8 and ABHD4 inh -0.7.
`COc1ccc(C)cc1S(=O)(=O)N(C)CC(=O)NCc1ccncc1` gave SIAE primary -3.8, HTRA1 inh -4.0, LEDGF integ inh -5.5, TCR-CD3 inh -1.6, rCAG RNA binder -2.2, PG9 binder 1.1, Rev-erbA mod 2.5, TDP2 inh -3.6, PRMT1 inh 3.4 and ABHD4 inh 1.3.
Screening CC(=O)Nc1ccc(NC(=O)COC(=O)C2c3ccccc3Oc3ccccc32)cc1 returned SIAE primary 0.1, HTRA1 inh 3.8, LEDGF integ inh 1.0, TCR-CD3 inh -0.1, rCAG RNA binder 1.9, PG9 binder 0.0, Rev-erbA mod 2.4, TDP2 inh 8.6, PRMT1 inh -3.0 and ABHD4 inh -0.5.
For COc1ccc(Br)cc1/C=N/NS(=O)(=O)c1ccccc1 the results were SIAE primary -0.1, HTRA1 inh -8.7, LEDGF integ inh -4.5, TCR-CD3 inh -2.8, rCAG RNA binder 13.1, PG9 binder 0.0, Rev-erbA mod -0.1, TDP2 inh -2.2, PRMT1 inh 0.9 and ABHD4 inh -9.4.
For Cc1cn(-c2cccnc2)c(C)c1CNC[C@H]1O[C@@H](n2cnc3c(N)ncnc32)[C@H](O)[C@@H]1O the results were SIAE primary 5.9, HTRA1 inh 8.5, LEDGF integ inh 1.6, TCR-CD3 inh 0.6, rCAG RNA binder 6.7, PG9 binder -2.5, Rev-erbA mod -4.3, TDP2 inh 10.6, PRMT1 inh 4.7 and ABHD4 inh 4.3.
`C[N+](C)(C)CCCN1C(=O)CCCC1=O` gave SIAE primary 0.5, HTRA1 inh 1.9, LEDGF integ inh 3.5, TCR-CD3 inh 4.9, rCAG RNA binder -0.8, PG9 binder -0.3, Rev-erbA mod 5.3, TDP2 inh -5.7, PRMT1 inh 1.2 and ABHD4 inh 2.3.
CN1CCN(Cc2c(O)ccc3c(=O)c(Oc4ccccc4Cl)c(C(F)(F)F)oc23)CC1 was read as SIAE primary 1.1, HTRA1 inh -1.8, LEDGF integ inh -3.3, TCR-CD3 inh -7.7, rCAG RNA binder 4.9, PG9 binder 0.0, Rev-erbA mod 2.2, TDP2 inh -2.0, PRMT1 inh 0.9 and ABHD4 inh 2.2.
`Cc1nn(CC(=O)N(C)C2CCC(C)CC2)c(C)c1S(=O)(=O)N(C)C` (configuration not stated) gave SIAE primary 3.0, HTRA1 inh 3.7, LEDGF integ inh -3.2, TCR-CD3 inh 1.8, rCAG RNA binder 0.2, PG9 binder 0.6, Rev-erbA mod -0.4, TDP2 inh 10.5, PRMT1 inh -0.2 and ABHD4 inh 4.8.
For CC(=O)Nc1ccc(NC(=O)CSc2ccc(-c3cccs3)nn2)cc1 the results were SIAE primary -8.8, HTRA1 inh -10.5, LEDGF integ inh 3.2, TCR-CD3 inh 1.6, rCAG RNA binder 2.2, PG9 binder 0.8, Rev-erbA mod -7.3, TDP2 inh -6.8, PRMT1 inh 0.8 and ABHD4 inh -13.4.
`CCc1sc(C(=O)Nc2cc(Cl)ccc2N2CCCCC2)cc1C` gave SIAE primary 0.8, HTRA1 inh -2.1, LEDGF integ inh -1.0, TCR-CD3 inh 2.2, rCAG RNA binder 2.9, PG9 binder 0.8, Rev-erbA mod 0.5, TDP2 inh 9.4, PRMT1 inh -3.8 and ABHD4 inh 5.8.
Cc1ccc(NC(=S)NC(NC(=O)C(C)(C)C)C(Cl)(Cl)Cl)c(C)c1 (configuration not stated) was read as SIAE primary -0.1, HTRA1 inh 0.6, LEDGF integ inh 1.2, TCR-CD3 inh 1.9, rCAG RNA binder -2.6, PG9 binder 1.0, Rev-erbA mod 4.8, TDP2 inh 6.1, PRMT1 inh 1.8 and ABHD4 inh -4.3.
For CCOc1ccccc1C(=O)NCC(=O)NCc1ccc(S(=O)(=O)N2CCOCC2)cc1 the results were SIAE primary -2.5, HTRA1 inh 0.2, LEDGF integ inh 7.6, TCR-CD3 inh 3.3, rCAG RNA binder -0.2, PG9 binder -1.5, Rev-erbA mod -4.3, TDP2 inh -4.5, PRMT1 inh -4.5 and ABHD4 inh -1.5.
For Cc1cccc(OCC(=O)Nc2ccc3c(c2)nc(CCN2CCN(C)CC2)n3C)c1 the results were SIAE primary 13.3, HTRA1 inh -0.8, LEDGF integ inh -1.2, TCR-CD3 inh 2.8, rCAG RNA binder -9.4, PG9 binder 0.1, Rev-erbA mod 0.0, TDP2 inh 3.3, PRMT1 inh -1.7 and ABHD4 inh 1.4.
`Cc1cc(C)c2c(N)c(C(=O)NN3CC(=O)N(c4ccccc4)CC3=O)sc2n1` gave SIAE primary 6.0, HTRA1 inh 5.9, LEDGF integ inh -2.0, TCR-CD3 inh -2.5, rCAG RNA binder -1.7, PG9 binder -2.9, Rev-erbA mod -2.9, TDP2 inh 14.8, PRMT1 inh -2.1 and ABHD4 inh -0.3.
`Cc1ccc(S(=O)(=O)N2C[C@@H]3[C@H]4CC[C@H](C4)[C@@H]3[C@@H](C)C2CC(=O)c2ccccc2)cc1` (some centres not stated) gave SIAE primary -1.9, HTRA1 inh -28.3, LEDGF integ inh -3.6, TCR-CD3 inh -1.4, rCAG RNA binder 5.0, PG9 binder 0.8, Rev-erbA mod 0.6, TDP2 inh -5.5, PRMT1 inh 3.5 and ABHD4 inh -2.5.
For CC(C)S(=O)(=O)c1cnc(N2CCOCC2)nc1N the results were SIAE primary -6.9, HTRA1 inh -4.5, LEDGF integ inh -0.9, TCR-CD3 inh -13.1, rCAG RNA binder -2.4, PG9 binder 1.1, Rev-erbA mod 2.0, TDP2 inh -5.6, PRMT1 inh 1.6 and ABHD4 inh 6.3.
For CCc1nnc(NC(=O)OCc2ccccc2)s1 the results were SIAE primary 1.2, HTRA1 inh 7.1, LEDGF integ inh 1.1, TCR-CD3 inh 6.0, rCAG RNA binder -0.6, PG9 binder -1.6, Rev-erbA mod -0.5, TDP2 inh -13.1, PRMT1 inh -3.1 and ABHD4 inh -6.5.
Cc1cccc(C(=O)NC(=S)Nc2ccc(S(=O)(=O)N3CCN(C)CC3)cc2)c1 was read as SIAE primary 0.1, HTRA1 inh -7.0, LEDGF integ inh 3.4, TCR-CD3 inh 3.8, rCAG RNA binder -5.0, PG9 binder -1.6, TDP2 inh 12.0, PRMT1 inh -2.2 and ABHD4 inh -0.6.
O=C(N/N=C1/CC2C=CCC12)c1ccc(Br)o1 (configuration not stated) was read as SIAE primary 8.4, HTRA1 inh 4.4, LEDGF integ inh -1.2, TCR-CD3 inh 7.3, rCAG RNA binder 2.1, PG9 binder 0.4, Rev-erbA mod -6.4, TDP2 inh -0.8, PRMT1 inh -2.3 and ABHD4 inh 6.8.
For Cc1cc(S(=O)(=O)N2CCCC2)ccc1OCC(=O)N1CCCCC1 the results were SIAE primary 2.1, HTRA1 inh -2.5, LEDGF integ inh 1.6, TCR-CD3 inh 6.6, rCAG RNA binder -5.6, PG9 binder -1.9, Rev-erbA mod -2.1, TDP2 inh -7.8, PRMT1 inh 2.0 and ABHD4 inh 6.6.
Screening CC(C)(CCl)C(=O)Nc1ccc(OC(F)(F)F)cc1 returned SIAE primary -1.1, HTRA1 inh -5.4, LEDGF integ inh 0.5, TCR-CD3 inh 3.9, rCAG RNA binder -2.5, PG9 binder -1.1, Rev-erbA mod 0.9, TDP2 inh 5.1, PRMT1 inh 1.1 and ABHD4 inh -3.0.
CC(C)NC(=O)N(C)C[C@@H]1Oc2cc(Br)ccc2S(=O)(=O)N([C@@H](C)CO)C[C@H]1C was read as SIAE primary 5.5, HTRA1 inh 2.4, LEDGF integ inh 0.0, TCR-CD3 inh 5.3, rCAG RNA binder 0.6, PG9 binder 0.7, Rev-erbA mod 1.6, TDP2 inh 8.3, PRMT1 inh -3.0 and ABHD4 inh 3.6.

A run of entries taken from the entries so far, for reference:
Screening CC(C)(CCl)C(=O)Nc1ccc(OC(F)(F)F)cc1 returned SIAE primary -1.1, HTRA1 inh -5.4, LEDGF integ inh 0.5, TCR-CD3 inh 3.9, rCAG RNA binder -2.5, PG9 binder -1.1, Rev-erbA mod 0.9, TDP2 inh 5.1, PRMT1 inh 1.1 and ABHD4 inh -3.0.
CC(C)NC(=O)N(C)C[C@@H]1Oc2cc(Br)ccc2S(=O)(=O)N([C@@H](C)CO)C[C@H]1C was read as SIAE primary 5.5, HTRA1 inh 2.4, LEDGF integ inh 0.0, TCR-CD3 inh 5.3, rCAG RNA binder 0.6, PG9 binder 0.7, Rev-erbA mod 1.6, TDP2 inh 8.3, PRMT1 inh -3.0 and ABHD4 inh 3.6.

Going on with the list:
For Cc1ccc(SC[C@H](C)CN2CC[C@H](C(C)(C)C)CCC2=O)cc1 the results were SIAE primary 1.4, HTRA1 inh -45.0, LEDGF integ inh 0.9, TCR-CD3 inh -0.7, rCAG RNA binder -8.9, PG9 binder -0.9, Rev-erbA mod 10.3, TDP2 inh -4.0, PRMT1 inh 3.3 and ABHD4 inh 3.6.
`Cn1ncc([N+](=O)[O-])c1C(=O)Nc1ccc(C2CCCCC2)cc1` gave SIAE primary -3.0, HTRA1 inh -5.8, LEDGF integ inh -3.1, TCR-CD3 inh 5.1, rCAG RNA binder 1.8, PG9 binder 0.2, Rev-erbA mod -0.3, TDP2 inh 3.8, PRMT1 inh 0.6 and ABHD4 inh -9.8.
CCOC(=O)C1=NN(c2ccccc2)C(=O)/C1=C\c1ccc(N(C)C)cc1 was read as SIAE primary -1.1, HTRA1 inh -2.5, LEDGF integ inh -3.0, TCR-CD3 inh 6.8, rCAG RNA binder 60.5*, PG9 binder -1.7, Rev-erbA mod -0.8, TDP2 inh -9.7, PRMT1 inh 2.9 and ABHD4 inh 13.9.
Screening O=C(CSc1ccc(-c2ccccn2)nn1)NC1CCCCC1 returned SIAE primary 0.3, HTRA1 inh 4.7, LEDGF integ inh -1.7, TCR-CD3 inh 1.9, rCAG RNA binder -3.8, PG9 binder -0.9, Rev-erbA mod -0.9, TDP2 inh -10.5, PRMT1 inh -1.0 and ABHD4 inh 0.5.
For O=C(Cc1cccs1)NCCc1cn2ccccc2n1 the results were SIAE primary -5.7, HTRA1 inh 1.4, LEDGF integ inh -2.5, TCR-CD3 inh -7.9, rCAG RNA binder 3.0, PG9 binder -1.8, Rev-erbA mod -2.4, TDP2 inh -13.4, PRMT1 inh 7.0 and ABHD4 inh -14.4.
